# West Nile virus CPE – West Nile virus antiviral activity, cell-based, CPE readout (AID 1621); West Nile virus-infected cells, CPE inhibition; higher % means a stronger effect; one-dose CPE inhibition, % at 10 µM; IC50 in µM for titrated hits; 290,000 compounds, 0.02% hits; in the data active = a potency from the dose series; inconclusive = CPE inhibition mostly from about 3.7% at the one dose, without a potency; inactive = the rest, 99 in 100 with CPE inhibition below about 2.2%; also: strong numbers were not always called active
# K1F lysis inhibition – protection from phage-mediated lysis, alamar blue read-out – E. coli UTI89, K1F phage, bacterial capsule biogenesis inhibitors (AID 488966); E. coli UTI89 K1F phage lysis, alamar blue, 2 h; higher % means a stronger effect; one-dose inhibition, % at 100 µM; IC50 in µM for titrated hits; 340,000 compounds, 0.02% hits;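 active = phage lysis inhibition, versus mean bacterial control, above a set limit; inconclusive = no clear call, values can overlap the other calls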;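 also: capsule biogenesis inhibitors block K1F phage lysis so surviving cells raise fluorescence; higher fluorescence means more inhibition of phage lysis; actives were called in the ten point dose series up to 300 µM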
# RSV CPE inhibition – inhibition of RSV-induced cytopathic effect – HEp-2 cells, primary 10 µM value included (AID 2391) | 310,000 compounds, 0.13% hits | CPE inhibition, % at 10 µM, or IC50 in µM where a hit was titrated | HEp-2 cells, RSV-induced CPE inhibition; higher % means a stronger effect; in the data active = a potency from the dose series; inconclusive = CPE inhibition mostly from about 23% at the one dose, without a potency; inactive = the rest, 99 in 100 with CPE inhibition below about 21%; also: strong numbers were not always called active
# Yfh1-depleted yeast – enhancers of respiration in Yfh1-depleted yeast, dose response, Friedreich's ataxia, plus single-dose screen (AID 1465). one-dose fold induction at 50 µM; EC50 in µM for titrated hits. 220,000 compounds, 0.074% hits. S. cerevisiae Yfh1-off respiration, WST-1 reduction, 72 h; higher fold induction means a stronger effect;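 active = fold induction of absorbance versus untreated yeast above a set limit, then at least 30% activation at any dose in follow-up; inconclusive = repeats straddling the limit, or above it without dose testing; inactive = fold induction below the set limit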;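 also: activators that raise dye reduction in frataxin-depleted yeast; strong numbers were not always called active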
# NS5 inhibitors – flavivirus cap methylation enzyme inhibition – biochemical, confirmation dose response, primary screen (AID 588689); Dengue-2 NS5 methyltransferase capping enzyme assay, biochemical; higher % means a stronger effect; inhibition, % at 25 µM, or IC50 in µM where a hit was titrated; 340,000 compounds, 0.3% hits; in the data active = a potency from the dose series; inconclusive = inhibition above about 29% without an active follow-up result
# XIAP antagonists – XIAP antagonists, biochemical, IAP family, fluorescence polarization (AID 1018); XIAP BIR domain, fluorescence polarization peptide displacement; higher % means a stronger effect; displacement, % at 20 µM; hits with a dose series show IC50 in µM; 200,000 compounds, 0.007% hits; in the data active = displacement above about 50%; also: a part of the inactive calls stands beside numbers as strong as those of hits
# Large T inhibition – TAg ATPase/helicase activity blockers – biochemical (AID 1903); SV40 large T antigen ATPase/helicase inhibition assay; higher % means a stronger effect; one-dose inhibition, % at 20 µM; IC50 in µM for titrated hits; 310,000 compounds, 0.39% hits; in the data active = a potency from the dose series; inconclusive = inhibition mostly from about 32% at the one dose, without a potency; inactive = the rest, 99 in 100 with inhibition below about 32%; also: strong numbers were not always called active
# ER stress rescue – rescue of cells from ER stress-induced death, primary screen, 384-well, CSM14.1, thapsigargin, ATP luminescence (AID 1222). CSM14.1 thapsigargin-induced death rescue, ATP luminescence; higher % means a stronger effect. cellular ATP content (survival), % at 20 µM; hits with a dose series show EC50 in µM. 190,000 tested, under 10 active;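 active = EC50 below 50 µM in the dose-response confirmation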;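 also: death triggered by thapsigargin at about 15 µM added after 2 h compound pretreatment; cell ATP read after overnight thapsigargin exposure of roughly 18 to 22 hours; normalized against plate controls of thapsigargin alone and 5% DMSO vehicle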
# WT yeast gro inh – growth inhibition of WT yeast, mitochondrial fusion screen; mitochondrial fusion phenotypic screen, WT strain; 190,000 compounds, 2.1% hits; inhibition, % at 10 µM; AID 1362; in the data active = inhibition above about 58%; tested in S. cerevisiae
# WT yeast gro inh mutant strain – recorded beside WT yeast gro inh, whose call it bears; inhibition, %; mitochondrial fusion phenotypic screen, mutant strain inhibition
# NS5 inhibitors pilot replicate – further read-out of NS5 inhibitors, marked with its call; inhibition, %; measured here: pilot screen replicate inhibition
# * = called active by the depositor; i = inactive; ? = inconclusive; . = no result given; [ ] = another dose, or the depositor's remark.
SMILES,West Nile virus CPE,K1F lysis inhibition,RSV CPE inhibition,Yfh1-depleted yeast,NS5 inhibitors,XIAP antagonists,Large T inhibition,ER stress rescue,WT yeast gro inh,WT yeast gro inh mutant strain,others
CC1CCC(NC(=O)C2CC(=O)N(c3ccc(Cl)cc3)C2)CC1 (stereo unspecified),-0.4%,0.8%[50 µM],0.7%,.,-3%,.,6%,.,.,.,
CCn1c(C)nc2cc(C(=O)N/N=C/c3ccc(O)c(O)c3O)ccc21,-0.1%,1.3%,.,i,22µM*,4.5%,-11%,2.9%,3,3,
C=C(C)CN(CC)c1ccc(N2C(=O)CCCC2=O)cc1[N+](=O)[O-],0.3%,0.0%,3.3%,.,-3%,.,-9%,.,.,.,
CN(C)CCCN(C(=O)c1ccc(S(=O)(=O)N2CCCCCC2)cc1)c1nc2ccc(Br)cc2s1,?,-0.3%,4.7%,.,-5%,.,4%,.,.,.,
S=c1[nH]nc(C2CC2)n1Cc1ccco1,0.8%,-1.9%,-0.4%,i,3%,-4.8%,-2%,-3.0%,1,7,
COc1ccc(C)cc1NC(=O)CSc1nnc2ccc(-c3ccncc3)nn12,.,0.6%[50 µM],-0.3%,.,2%,.,1%,.,.,.,
CCN(CC)c1ccc(S(=O)(=O)N2CCOCC2)cc1NC(=O)COC(=O)COc1ccccc1C,-0.1%,0.1%,1.9%,.,3%,.,10%,.,.,.,
CSc1ccccc1C(=O)NCc1ccccc1,-0.2%,0.7%,2.4%,i,-4%,0.9%,-2%,-0.4%,4,6,
CCNC(=O)C(=O)c1c(-c2ccccc2)[nH]c2ccccc12,0.3%,-0.2%,-0.1%,i,-10%,-4.8%,-4%,.,3,3,
OCCC1CN(Cc2ccon2)CCN1Cc1ccc(F)c(F)c1 (stereo unspecified),0.7%,0.2%,2.8%,i,2%,-8.1%,.,-3.0%,-13,-5,
Cc1ccc(C(=O)c2no[n+]([O-])c2C(=O)c2ccc(C)cc2)cc1,0.1%,0.0%,1.8%,i,>100µM*,-2.6%,-12%,-5.8%,-1,-11,
COc1ccc(-c2cc(=O)c3cc(OC)ccc3[nH]2)cc1,-0.9%,0.8%,0.5%,i,-2%,-23%,11%,-6.0%,3,6,
Cc1cc2cc(CN(Cc3cccs3)S(=O)(=O)c3ccc4c(c3)OCCO4)c(=O)[nH]c2cc1C,-0.6%,2.1%,11%,i,-2%,-4.1%,-2%,-1.1%,4,9,
Cc1c(Br)ccc(NC(=O)c2ccccc2[N+](=O)[O-])c1C,-0.6%,0.3%,2.2%,i,7%,-2.5%,3%,-1.2%,5,3,
O=c1oc2ccccc2c2c1C(c1ccc(Cl)cc1)Nc1ccc3ccccc3c1-2 (stereo unspecified),0.7%,0.0%,0.7%,i,-2%,-5.4%,12%,-2.1%,29,29,
Cc1ccc(S(=O)(=O)NCC2CCC(C(=O)NC3CCCCC3)CC2)cc1 (stereo unspecified),-0.6%,0.1%,-0.3%,.,-3%,.,7%,.,.,.,
C/C=C(/C)C(=O)Nc1cccc(C2=NOC3(C2)C[C@H](C(N)=O)N(C(=O)COc2ccc(Cl)cc2)C3)c1 (stereo partly specified),-0.5%,0.0%,0.8%,i,0%,.,7%,.,.,.,
COc1ccc(CN(C(=O)CSc2nnc(-c3ccc(F)cc3)o2)c2ccc(F)cc2)cc1,-0.6%,0.4%,2.8%,i,-2%,-0.8%,-4%,1.5%,46,9,
Oc1ccc(-c2[nH]nc(-c3ccccc3)c2-c2nc3ccccc3[nH]2)cc1,0.5%,-0.1%,-0.4%,i,-10%,-4.0%,20%,-0.1%,9,21,
O=C1c2ccccc2C(O)(c2ncc[nH]2)N1CCc1ccccc1 (stereo unspecified),-0.1%,6.5%,0.6%,i,-1%,-6.1%,10%,-4.1%,-2,-8,
Cc1cccc(NC(=O)c2ccccc2[N+](=O)[O-])n1,0.2%,0.9%,0.9%,i,-6%,-0.3%,5%,-1.0%,0,7,
Cc1ccc(C2CC(=O)NC(SCCC(C)C)=C2C#N)cc1 (stereo unspecified),-0.2%,0.1%,1.0%,i,1%,-2.0%,0%,0.3%,2,-10,
CC(C)Sc1nc(O)c(Cc2ccccc2)c(=O)[nH]1,-0.2%,4.2%,3.2%,i,7%,-7.7%,3%,-0.2%,16,7,
O=C(/C(=C/O)N=Nc1ccccc1)c1ccc(Cl)cc1,-0.2%,-1.5%,8.2%,i,-5%,-5.5%,10%,-1.6%,68*,25*,
Cc1c(CN2CCCC(C)C2)c(O)n(CCO)c(=O)c1C#N (stereo unspecified),-0.3%,0.5%,1.4%,i,-7%,-2.1%,-3%,0.3%,-8,12,

# Taken from the listing for reference:
SMILES,West Nile virus CPE,K1F lysis inhibition,RSV CPE inhibition,Yfh1-depleted yeast,NS5 inhibitors,XIAP antagonists,Large T inhibition,ER stress rescue,WT yeast gro inh,WT yeast gro inh mutant strain,others
CC1CCC(NC(=O)C2CC(=O)N(c3ccc(Cl)cc3)C2)CC1 (stereo unspecified),-0.4%,0.8%[50 µM],0.7%,.,-3%,.,6%,.,.,.,
CCn1c(C)nc2cc(C(=O)N/N=C/c3ccc(O)c(O)c3O)ccc21,-0.1%,1.3%,.,i,22µM*,4.5%,-11%,2.9%,3,3,
C=C(C)CN(CC)c1ccc(N2C(=O)CCCC2=O)cc1[N+](=O)[O-],0.3%,0.0%,3.3%,.,-3%,.,-9%,.,.,.,
CN(C)CCCN(C(=O)c1ccc(S(=O)(=O)N2CCCCCC2)cc1)c1nc2ccc(Br)cc2s1,?,-0.3%,4.7%,.,-5%,.,4%,.,.,.,
S=c1[nH]nc(C2CC2)n1Cc1ccco1,0.8%,-1.9%,-0.4%,i,3%,-4.8%,-2%,-3.0%,1,7,
COc1ccc(C)cc1NC(=O)CSc1nnc2ccc(-c3ccncc3)nn12,.,0.6%[50 µM],-0.3%,.,2%,.,1%,.,.,.,
CCN(CC)c1ccc(S(=O)(=O)N2CCOCC2)cc1NC(=O)COC(=O)COc1ccccc1C,-0.1%,0.1%,1.9%,.,3%,.,10%,.,.,.,
CSc1ccccc1C(=O)NCc1ccccc1,-0.2%,0.7%,2.4%,i,-4%,0.9%,-2%,-0.4%,4,6,

# Continued:
SMILES,West Nile virus CPE,K1F lysis inhibition,RSV CPE inhibition,Yfh1-depleted yeast,NS5 inhibitors,XIAP antagonists,Large T inhibition,ER stress rescue,WT yeast gro inh,WT yeast gro inh mutant strain,others
O=C(COC(=O)CNS(=O)(=O)c1ccc(F)c(F)c1F)NCCc1ccccc1,-0.1%,-0.2%,2.2%,.,-5%,.,8%,.,.,.,
NNC(=O)c1cc2cc(OC(F)(F)F)ccc2[nH]1,-0.3%,-0.3%,5.4%,i,-3%,.,0%,.,.,.,
CC(=O)NC1C(OCCOc2ccc(Cl)cc2Cl)OC(COC(C)=O)C(OC(C)=O)C1OC(C)=O (stereo unspecified),.,0.2%,0.1%,.,1%,-3.6%,4%,-1.5%,-12,1,
CCOC(=O)CSc1ncnc2c1sc1nc(N3CCOCC3)c3c(c12)CCCC3,0.3%,-0.6%,13%,i,18%,-6.1%,-2%,-0.2%,5,12,
O=C(c1ccccc1)N1N=C(C(F)(F)F)CC1(O)c1ccccc1 (stereo unspecified),-0.6%,0.2%,2.3%,.,-1%,.,2%,.,.,.,
O=C(O)CCC(=O)N1c2ccccc2NC2=C(C(=O)CC(c3ccc(F)cc3)C2)C1c1ccc([N+](=O)[O-])o1 (stereo unspecified),-0.2%,-0.5%,0.4%,i,0%,-7.4%,.,-1.1%,8,10,
CCCOc1c(Cl)cc(C(=O)Nc2ccc3c(c2)OCO3)cc1OCC,-2.1%,-1.6%,15%,i,4%,-1.2%,1%,-5.6%,-19,16,
CCCN(CC(=O)Nc1ccc(C(C)=O)cc1)CC(=O)Nc1ccccc1C,-0.5%,0.0%,1.6%,i,7%,-8.2%,-2%,-0.6%,-12,-4,
CCOC(=O)c1c(CSc2ccccc2)n(C)c2cc(Br)c(O)c(CN(C)C)c12,-0.6%,0.1%,8.7%,i,-4%,.,29%,.,.,.,
C=CCn1cc(/C=N\NC(=O)c2cc3c(ccc4ccccc43)o2)c2ccccc21,1.2%,-2.2%,5.9%,i,1%,-1.8%,-3%,-4.3%,12,3,
CC1CN(C(=O)COC(=O)c2ccc(S(=O)(=O)N(C)C)cc2)CC(C)O1 (stereo unspecified),0.0%,0.3%,0.0%,.,-4%,.,7%,.,.,.,
COCCCNc1ccc([N+](=O)[O-])cc1C(=O)Nc1cccc(C)n1,-1.7%,0.3%,3.9%,i,-8%,-7.3%,4%,0.1%,-4,4,
CCc1cc2c(=O)n(CCC(C)C)c(=S)[nH]c2s1,0.1%,0.3%,2.3%,i,-1%,-5.4%,13%,-1.0%,31,24,
C=CCn1c(SCC(=O)/C(C#N)=C(\C)N)nc2sc(C)c(C)c2c1=O,-0.3%,-3.0%,1.5%,i,6%,-4.5%,-2%,-1.9%,-6,-18,
Cc1cccc(C)c1OCc1cc(C(=O)N(C)CCc2ccccn2)no1,-0.6%,-0.2%,1.6%,.,-3%,.,15%,.,.,.,
CC1(C)Cc2c(C#N)c(SCc3nc4ccccc4[nH]3)nc(N3CCOCC3)c2CO1,0.5%,-0.3%,1.3%,i,0%,-7.6%,9%,0.7%,9,3,
O=C(CSc1nncs1)N1CCN(S(=O)(=O)c2ccccc2)CC1,-0.1%,0.4%,0.6%,i,-9%,-3.9%,-11%,0.8%,2,2,
Clc1ccccc1OCCn1nnc2ccccc21,0.4%,0.1%,12%,.,-6%,.,3%,.,.,.,NS5 inhibitors pilot replicate=4.3
CCCCNC(=O)CC1N=C2c3ccccc3N=C(SCC(=O)Nc3ccccc3OC)N2C1=O (stereo unspecified),0.0%,1.6%,8.1%,i,-2%,-7.3%,1%,-1.3%,6,11,
COc1cccc(C(=O)NNC(=O)c2ccccc2)c1,-0.4%,-0.3%,-0.2%,.,.,.,2%,.,.,.,
NN(CCO)C(=S)Nc1ccc(Cl)cc1,-0.5%,0.1%,-0.3%,i,8%,-2.6%,11%,0.2%,12,22,
Cc1cc(C)cc(N(C(=O)c2nsc(Cl)c2Cl)C(C(=O)NC2CCCC2)c2ccc(O)cc2)c1 (stereo unspecified),-1.3%,2.5%[50 µM],5.5%,i,-6%,-8.8%,6%,-1.2%,10,8,
O=C(CSCc1c(F)cccc1Cl)NNC(=S)NC1CCCCC1,-1.0%,0.3%,0.5%,.,-5%,.,12%,.,.,.,
COc1cccc(OCC(O)CN2CCc3ccccc3C2)c1 (stereo unspecified),0.0%,0.4%,-0.1%,.,-4%,.,6%,.,.,.,
COc1ccccc1-n1ccnc(SCC(=O)NCc2ccccc2)c1=O,.,0.0%[50 µM],1.4%,.,1%,.,18%,.,.,.,

# Source: PubChem BioAssay (several laboratories)
